# High-throughput results (PubChem)
# LmPK inh: blocks Leishmania mexicana pyruvate kinase activity; 290,000 compounds, 0.37% hits; Potency, µM (titrated, usually from 57.5 µM), for the others: top-dose activity change, negative = inhibition, actives largely listed as inhibitors; purified LmPK, Kinase-Glo ATP luminescence, 1 h; Q27686; AID 1721; also: potency is read from the fitted curve at half-maximal effect
# Target sequence (Q27686 whole entry, looked up): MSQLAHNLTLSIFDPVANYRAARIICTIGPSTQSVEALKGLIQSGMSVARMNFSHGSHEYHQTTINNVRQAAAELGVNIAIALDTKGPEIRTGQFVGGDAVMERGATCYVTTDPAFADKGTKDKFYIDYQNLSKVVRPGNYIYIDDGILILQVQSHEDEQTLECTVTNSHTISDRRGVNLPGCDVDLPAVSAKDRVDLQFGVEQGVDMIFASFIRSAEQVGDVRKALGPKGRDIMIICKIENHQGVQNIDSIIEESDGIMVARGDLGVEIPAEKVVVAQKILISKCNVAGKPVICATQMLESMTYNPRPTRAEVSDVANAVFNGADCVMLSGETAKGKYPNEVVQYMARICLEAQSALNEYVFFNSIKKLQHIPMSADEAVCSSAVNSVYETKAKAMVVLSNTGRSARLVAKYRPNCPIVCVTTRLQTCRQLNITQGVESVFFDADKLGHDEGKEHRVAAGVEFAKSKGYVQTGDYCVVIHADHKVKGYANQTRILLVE
#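 Purified LmPK (0.1 nM) converted ADP (0.1 mM) to ATP with PEP (0.5 mM) in imidazole buffer pH 7.2 with KCl and MgCl2, 1 h at room temperature. ATP was read by Kinase-Glo luminescence; data normalized to uninhibited and no-enzyme controls.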
# HCV inh: HCV inhibition; Huh7.5.1 HCVcc-Cre infection, luciferase reporter, 44 h; Potency, µM (doses to about 41.8 µM), inactives show at the highest dose activity change, negative = inhibition, most hits filed as inhibitors; 340,000 compounds, 3.4% hits; also: potency is read from the fitted curve at half-maximal effect
#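 Infectious HCV cell culture screen: compound-treated cells (1,000/well, pre-plated 4 h) are infected with HCVcc-Cre at roughly 0.5 moi and grown 44 h. Infection is quantified by luciferase signal after 15 min substrate incubation at room temperature.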
# HCMV inh: inhibitors of human cytomegalovirus; HFF cells, HCMV-luciferase reporter, 72 h; hits give low values; activity change, negative = inhibition, % at 57.5 µM; 410,000 compounds, 4.5% hits; AID 1259415; in the data active = activity change below about -60%; inconclusive = no clear call, values can overlap the other calls; inactive = above about -39%
#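 Compounds were evaluated in HFFs infected with an HCMV luciferase reporter virus (MOI 1 PFU/cell). Luciferase in lysates collected 72 h post infection served as the replication measure.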
# TbPYK inhibitor: T. brucei pyruvate kinase inhibition. Q57TT1. TbPYK enzyme, Kinase-Glo Plus ATP luminescence, 45 min. Potency, µM (highest dose often 76.8 µM), without a hit: at the highest dose activity, negative = inhibition, usual class: inhibitors. 410,000 compounds, 0.12% hits; also: potency is read from the fitted curve at half-maximal effect; nearly all actives have a fitted effect of over 50% in size
#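 Screened from lowest to highest concentration, compounds were pinned into TbPYK/substrate mixtures, and ADP (130 uM final) was added. Plates sat at room temperature for 45 min prior to Kinase-Glo Plus detection by luminescence.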
# AmpC inh no detg: inhibitors of E. coli AmpC beta-lactamase without detergent. 330,000 compounds, 0.52% hits. Potency, µM (highest dose often 57.1 µM), for inactives: at the highest dose activity change, negative = inhibition, usual class: inhibitors. AmpC nitrocefin hydrolysis, absorbance 480 nm, 0.0001% Triton. P00811;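 also: potency is read from the fitted curve at half-maximal effect; plate controls were no compound for no effect and no enzyme for full effect; nearly all actives have a fitted effect of over 20% in size; some results filed as inactive show a strong effect at the top dose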
# Target sequence (P00811 whole entry, looked up): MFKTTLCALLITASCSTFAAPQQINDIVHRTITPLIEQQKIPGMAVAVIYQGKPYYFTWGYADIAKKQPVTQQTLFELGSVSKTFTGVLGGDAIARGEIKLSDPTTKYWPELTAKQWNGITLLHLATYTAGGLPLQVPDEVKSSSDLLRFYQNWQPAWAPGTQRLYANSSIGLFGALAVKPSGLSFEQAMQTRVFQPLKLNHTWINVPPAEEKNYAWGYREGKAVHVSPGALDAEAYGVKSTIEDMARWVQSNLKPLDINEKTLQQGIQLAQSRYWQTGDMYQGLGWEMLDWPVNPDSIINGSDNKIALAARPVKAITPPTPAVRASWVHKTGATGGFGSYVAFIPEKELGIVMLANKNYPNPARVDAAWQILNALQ
#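 20 mM phosphate pH 7.0 + 0.01% (detergent screen) or 0.0001% Triton X-100; 5.3 nM AmpC reagent; cpd preinc 15 min RT; nitrocefin (800 uM stock) to start; A480 q20 s × 4 min; Activity was normalised to no-enzyme and no-compound control wells.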
# AMA1-RON2 inh: disrupts binding of P. falciparum AMA1 to RON2. AlphaScreen AMA1-biotinylated RON2 peptide binding. Potency, µM (series often up to 58.2 µM), without a hit: at the top dose activity change, negative = inhibition, actives largely listed as inhibitors. 360,000 compounds, 0.2% hits. AID 720542;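 also: potency is read from the fitted curve at half-maximal effect; 0% = vehicle wells and -100% = peptide control; nearly all actives have a fitted effect of over 45% in size; some results filed as inactive show a strong effect at the top dose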
#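 AMA1 (3D7) with his tag at 25 nM final met compounds first, then biotinylated RON2 peptide at 25 nM; detection used donor plus acceptor beads, 10 µg/mL apiece, read by AlphaScreen after 30 min at room temperature.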
# AmpC detergent: AmpC beta-lactamase inhibition with detergent present; AmpC hydrolysis of nitrocefin, absorbance 480 nm, 0.01% Triton; 370,000 compounds, 0.041% hits; P00811; Potency, µM (series often up to 114 µM), inactives show top-dose activity change, negative = inhibition, actives largely listed as inhibitors;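 also: potency is read from the fitted curve at half-maximal effect; 0% = no-compound wells and -100% = no-enzyme wells; nearly all actives have a fitted effect of over 25% in size; some results filed as inactive show a strong effect at the top dose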
#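 20 mM phosphate pH 7.0 + 0.01% (detergent screen) or 0.0001% Triton X-100; 5.3 nM AmpC reagent; cpd preinc 15 min RT; nitrocefin (800 uM stock) to start; A480 q20 s × 4 min; Activity was normalised to no-enzyme and no-compound control wells.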
# * hit, by the source's call; ? = inconclusive; . = not tested or not shown; & = joins results of further samples; ! = not confirmed by another sample; [ ] = dose if it differs, or a comment. Unless noted, calls follow the shape of the dose curve; as a rule, active = well fitted curve in the direction sought with a large enough effect; inconclusive = small, poorly fitted or top-dose-only effect, or another doubt; inactive = no such curve, though single readings can be large; an effect the other way counts as inactive or inconclusive. Unless noted, % is scaled to controls: 0 for no effect and ±100 for the full control effect.
1) O=C1CC(c2ccc3c(c2)OCO3)c2cc3c(cc2N1)OCO3 (configuration not stated)
2) CCOc1ccc(S(=O)(=O)NCCC(=O)NCC(c2cccs2)N2CCOCC2)cc1 (configuration not stated)
3) CCCCCCCN1CCC(=O)N([C@H](CO)c2ccccc2)CC1
4) C=CCn1c(-c2cc3cccc(OC)c3o2)n[nH]c1=S
5) S=c1[nH]nc(-c2ccccc2)n1/N=C/c1cccc(Br)c1
6) c1cncc(CNc2ncnc3ccc(-c4ccoc4)cc23)c1

compound no.,1,2,3,4,5,6
LmPK inh,-1.5%,-0.6%,-1.3%,?,11.4%,.
HCV inh,-8.2%,.,2.4%,12.7%,29.8%,.
HCMV inh,3.6,17.8,20.6,-33.7,7.5,-82.5*
TbPYK inhibitor,2.4%,-5.1%,-4.1%,?,-55.2%,3.3%
AmpC inh no detg,.,65.6%[activator],105.2%[activator],-41.1%,-40.1%,-18.6%&-18.5%
AMA1-RON2 inh,-8.7%,36.6%[activator],-7.8%,54.5%[activator],67.9%[activator],.
AmpC detergent,7.7%,-1.5%,-12.9%,-3.6%,?,0.4%&-2.5%

7) Cc1ccccc1N1CCN(CCCN2C(=O)CC(=C(c3ccccc3)c3ccccc3)C2=O)CC1
8) O=C(CCc1nnc(C2CCCCC2)o1)N1CCN(c2ccccc2F)CC1
9) Cc1[nH]ccc(=O)c1OCc1ccc(Cl)cc1
10) CCN1CCN(Cc2cc(Br)cc(OC)c2O)CC1
11) COc1ccc(CN2CCN(S(=O)(=O)c3ccc(NC(C)=O)cc3)CC2)c(OC)c1OC
12) Clc1ccc(-n2cnnn2)cc1

compound no.,7,8,9,10,11,12
LmPK inh,6.8%,-8.1%,3.6%,-3.7%,-0.5%,5.9%
HCV inh,?,24.7%,4.2%,-19.3%,-10.6%,5.4%
HCMV inh,19.2,57.0,19.2,-8.4,-97.5*!,6.2
TbPYK inhibitor,-0.8%,-10.7%,0.1%,20.6%,13.9%&1.5%,7.9%
AmpC inh no detg,14.7%,84.6%[activator],-11.5%,-20.2%,70.6%[activator],-10.6%
AMA1-RON2 inh,-15.6%,-16.5%,-6.3%,8.9%,-6.7%,11.4%
AmpC detergent,-0.1%,-4.8%,2.9%,?,3.6%&12.6%,3.5%

13) Cc1nnc(NC(=O)/C=C/c2ccco2)s1
14) CCC(=O)Nc1cc(ON=C(C)C)cc([N+](=O)[O-])c1
15) CC1CCCCN1C(=O)C1COc2ccccc2O1 (configuration not stated)
16) COc1ccc2oc(C(=O)OCC(=O)NCc3ccco3)c(C)c2c1
17) Cc1nc(NC(=O)COC(=O)c2cc3c(s2)CCC(C)C3)c(Cl)cc1Cl (configuration not stated)
18) COc1ccc(S(=O)(=O)N2CCCC2C(=O)Nc2ccc(O)cc2)cc1 (configuration not stated)

compound no.,13,14,15,16,17,18
LmPK inh,-2.3%,0.3%,-5.7%,.,2.4%,-0.1%
HCV inh,13.0%,?,8.6%,?,17.5%,7.2%
HCMV inh,31.7,6.1,-15.5,13.1,3.4,3.5
TbPYK inhibitor,-3.3%,-0.7%,-5.0%,-1.9%,2.7%,-14.0%
AmpC inh no detg,-1.9%,-14.4%,-6.1%,-39.4%,-14.1%,-12.7%
AMA1-RON2 inh,-10.4%,16.7%[11.6 µM],-22.6%,12.5%,4.8%,-5.2%
AmpC detergent,-3.0%,?,-11.0%,-2.8%,-11.7%,-9.8%

19) CCOc1ccc(C(=O)NC2CCN(S(C)(=O)=O)CC2)cc1
20) Cc1cc(N=Nc2ccccc2)cc(C)c1NC(=O)C(F)(F)F
21) Cc1c(C(=O)N2CCC(c3nc4ccccc4s3)CC2)oc2cc(Br)ccc12
22) O=C(CSc1nnc([C@@H]2CCCN2)o1)c1ccc(Cl)cc1
23) CC1CCCN(C(=O)Nc2cccc(NC(=O)N3CCCC(C)C3C)c2)C1C (configuration not stated)
24) CCC(C(=O)OC)n1nnc2sc(-c3ccccc3)cc2c1=O (configuration not stated)

compound no.,19,20,21,22,23,24
LmPK inh,-1.9%,.,.,-0.4%,-2.7%,.
HCV inh,8.0%,?,.,-14.9%,3.3%,.
HCMV inh,74.1,170.4,26.8,-16.9,31.3,-28.8
TbPYK inhibitor,-1.5%,-0.2%,0.2%,-2.0%,-18.2%,-2.2%
AmpC inh no detg,-14.5%,.,.,-4.3%,-19.6%,.
AMA1-RON2 inh,-2.2%,-22.7%,.,26.5%,-5.9%,.
AmpC detergent,?,.,25.9%,-11.5%,-2.6%,12.6%

25) CC(OC(=O)Cc1ccsc1)C(=O)Nc1ccc(C(N)=O)cc1 (configuration not stated)
26) COC(=O)c1sccc1NC(=O)c1c(F)c(F)c(F)c(F)c1F
27) Cc1ccc(Cn2c(=N)n(CC(=O)c3ccccc3)c3ccccc32)cc1
28) C=Cc1ccc(CN2C(=O)N(c3ccc(CC)cc3)S(=O)(=O)c3ccccc32)cc1
29) Cc1cc(=O)[nH]c2nnc(SCC(=O)Nc3ccc(F)cc3F)n12
30) CC(Nc1ccccc1)C(=O)Nc1ccc(F)cc1 (configuration not stated)

compound no.,25,26,27,28,29,30
LmPK inh,.,.,-2.0%,.,.,0.3%
HCV inh,0.2%,12.6µM*,10µM*,.,.,12.4%
HCMV inh,-2.8,?,-83.0*,-4.7,-39.6,58.8
TbPYK inhibitor,-1.2%,-2.3%,1.8%,-4.3%,-1.7%,6.5%
AmpC inh no detg,-21.8%,.,-13.7%,.,.,-10.5%
AMA1-RON2 inh,-6.5%,22.0%,11.4%,.,.,-2.9%
AmpC detergent,-2.1%,.,-0.9%,-5.9%,1.3%,?

31) NS(=O)(=O)c1ccc(NC(=O)CCCCC(=O)Nc2ccc(S(N)(=O)=O)cc2)cc1
32) CC(=O)N1CCN(c2ccccc2NC(=O)c2ccc3ccccc3c2)CC1
33) COc1ccc(N2CCN(C(=O)C3CCN(S(=O)(=O)c4cnc[nH]4)CC3)CC2)cc1
34) C=CCn1c(SCC(=O)NC2CCCC2)nc2scc(-c3ccco3)c2c1=O
35) CCOc1ccccc1NS(=O)(=O)c1c(C(=O)OC)sc2cccc(F)c12
36) COc1cccc(-c2nc(CS(=O)(=O)CC(=O)N3CCN(c4ccccn4)CC3)c(C)o2)c1

compound no.,31,32,33,34,35,36
LmPK inh,-3.9%,0.0%,.,-0.3%,.,4.1%
HCV inh,3.7%,1.6%,.,?,.,?
HCMV inh,21.0,-9.9,7.5,11.7,25.1,-16.2
TbPYK inhibitor,-4.7%,-1.8%,-4.5%,-28.9%,0.7%,3.4%
AmpC inh no detg,-26.2%,119.5%[activator],.,35.5µM*,.,146.2%[activator]
AMA1-RON2 inh,11.9%,-4.6%,.,?,.,-6.1%
AmpC detergent,-5.8%,-1.0%,-3.5%,?,1.3%,?

# Among those listed so far, four have two or more sulfur atoms.
2) CCOc1ccc(S(=O)(=O)NCCC(=O)NCC(c2cccs2)N2CCOCC2)cc1 (configuration not stated)
31) NS(=O)(=O)c1ccc(NC(=O)CCCCC(=O)Nc2ccc(S(N)(=O)=O)cc2)cc1
34) C=CCn1c(SCC(=O)NC2CCCC2)nc2scc(-c3ccco3)c2c1=O
35) CCOc1ccccc1NS(=O)(=O)c1c(C(=O)OC)sc2cccc(F)c12

compound no.,2,31,34,35
LmPK inh,-0.6%,-3.9%,-0.3%,.
HCV inh,.,3.7%,?,.
HCMV inh,17.8,21.0,11.7,25.1
TbPYK inhibitor,-5.1%,-4.7%,-28.9%,0.7%
AmpC inh no detg,65.6%[activator],-26.2%,35.5µM*,.
AMA1-RON2 inh,36.6%[activator],11.9%,?,.
AmpC detergent,-1.5%,-5.8%,?,1.3%

# (more compounds)
37) COc1ccc(Oc2nc3c(c(=O)n(C)c(=O)n3C)n2Cc2ccccc2)cc1
38) Cc1noc(/C=C/N(C)C)c1S(=O)(=O)N1CCc2ccccc21
39) N#Cc1nc(/C=C/c2ccc(F)cc2)oc1N1CCCCC1
40) COc1cccc(N(CC(=O)NC2CCCC2)C(=O)CCCC(=O)Nc2ccccn2)c1
41) COC(=O)c1ccc(CN2CCCC(C(=O)c3cc(F)ccc3OC)C2)cc1 (configuration not stated)
42) CCN(Cc1ccccc1)C(=O)CS(=O)(=O)c1ccccc1

compound no.,37,38,39,40,41,42
LmPK inh,10.8%,0.5%,.,-4.6%,-6.0%,-1.0%
HCV inh,0.0%,-28.8%,.,16.7%,-8.2%,14.3%
HCMV inh,-9.1,28.9,0.0,8.5,69.1,?
TbPYK inhibitor,-2.2%,1.5%,-7.1%,-3.3%,-15.0%,-11.8%
AmpC inh no detg,0.3%,?,.,-0.6%,46.1%,41.7%
AMA1-RON2 inh,-3.3%,-21.9%,.,2.6%,-5.1%,-11.7%
AmpC detergent,-12.1%,?,-4.2%,-11.2%,?,-2.8%

43) CCCCCc1ccnc(CC(=O)c2ccc(OC)cc2)c1
44) CCCCC1(C)Cc2ccccc2C(=S)N1 (configuration not stated)
45) COc1ccc(C(CC(=O)N2CCCC(C)C2)c2c(OC)cc(OC)c3ccc(=O)oc23)cc1 (configuration not stated)
46) Cn1c(SCc2cccnc2)nc2c(c1=O)SCC2
47) COC(=O)CN1C(=O)C(O)(CC(=O)c2cccc(Br)c2)c2ccccc21 (configuration not stated)
48) Cc1c(Br)cc(C(=O)OC2CCN(C)CC2)c(C)c1C

compound no.,43,44,45,46,47,48
LmPK inh,.,1.9%,0.4%,-0.2%,0.3%,-4.5%
HCV inh,-8.0%,0.0%,11.2µM*,?,-7.9%,?
HCMV inh,7.1,-8.5,-32.2,-25.4,6.7,-14.6
TbPYK inhibitor,2.1%,1.9%,-4.8%,-8.4%,-5.3%,?
AmpC inh no detg,.,-17.9%,98.2%[activator],-6.5%,13.7%,52.1%
AMA1-RON2 inh,2.5%,5.2%,7.2%,0.9%,5.7%,7.4%
AmpC detergent,.,2.5%,-6.0%,?,?,?

49) Cc1ccc(-n2c(=O)c3sccc3n(CC(=O)NCC3CCCO3)c2=O)cc1F (configuration not stated)
50) CN(C)Cc1nc2ccccc2c(=O)n1CC#N
51) CC(OC(=O)Cn1nnc2ccccc21)C(=O)NC1CCCC1 (configuration not stated)
52) O=C(COC(=O)c1cnc(Cl)c(Cl)c1)NC1CC1

compound no.,49,50,51,52
LmPK inh,6.7%,2.4%,1.3%,.
HCV inh,18.0%,4.9%,14.9%,33.2%[activator]
HCMV inh,-13.8,-3.4,?,7.3
TbPYK inhibitor,1.4%,3.5%,2.6%,0.5%
AmpC inh no detg,-16.8%,-45.1%,-7.4%,-30.5%
AMA1-RON2 inh,-0.1%,14.4%,-7.6%,2.2%
AmpC detergent,-16.6%,2.7%,-11.1%,.
